LYP phosphatase = inhibitors of LYP phosphatase, biochemical, fluorescence intensity, uHTS (AID 1779); recombinant LYP phosphatase, fluorescence intensity; higher % means a stronger effect; inhibition, % at 11.5 µM; hits with a dose series show IC50 in µM; 290,000 compounds, 0.054% hits;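 also: plate controls were vehicle with enzyme for no effect and no enzyme for full effect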
human PMI inhibition = MPI enzyme activity inhibition – biochemical, fluorescence intensity, coupled assay, primary screen (AID 1209). purified PMI enzyme, coupled fluorescence intensity; higher % means a stronger effect. inhibition, % at 20 µM, or IC50 in µM where a hit was titrated. 190,000 compounds, 0.42% hits;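 also: plate controls were DMSO vehicle for no effect and wells lacking substrate for full effect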
XIAP antagonists = XIAP antagonists, biochemical, IAP family, fluorescence polarization (AID 1018); XIAP BIR domain, fluorescence polarization peptide displacement; higher % means a stronger effect; displacement, % at 20 µM, or IC50 in µM where a hit was titrated; 200,000 compounds, 0.007% hits; in the data active = displacement above about 50%; also: a part of the inactive calls stands beside numbers as strong as those of hits
Dynein cargo inh = blocks dynein driven cargo transport along microtubules | 3617.4 mouse cells, GR-EGFP nuclear translocation imaging; test concentration mostly 20 µM; stimulated with dexamethasone, 1 µM; stronger effect = lower value | z-score, hits read low | 220,000 compounds, 0.47% hits;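 active = plate z-score of nuclear minus cytoplasmic receptor signal below a set negative limit, without overly bright fluorescence or cell loss, cut at about -3.5 in these data, passing the limit was not always enough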;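 also: z-score of nuclear minus cytoplasmic ring GR-EGFP intensity difference per well; some compounds called inactive have numbers as strong as hits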
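Schedule: 48 h induction, then 1 h compound, then 30 min agonist, 37 °C. Buffer or medium: tetracycline-free induction medium containing charcoal-stripped FBS. Reagent: 1.0 µM final dexamethasone stimulus. Evaluation: nuclear versus cytoplasmic GR-EGFP signal, averaged per well. Signal: high-content fluorescence imaging after fixation.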
PMI inhibition = MPI inhibition at elevated mannose 6-phosphate – biochemical, fluorescence intensity, high mannose 6-phosphate, primary screen (AID 1220). recombinant PMI enzyme, coupled fluorescence intensity; higher % means a stronger effect. inhibition, % at 20 µM; hits with a dose series show IC50 in µM. 190,000 compounds, 0.66% hits
Siah-1 displacement = Siah-1 peptide-binding antagonists, primary screen, biochemical, fluorescence polarization, rhodamine-plectin, uHTS (AID 1817); Siah-1 / rhodamine-plectin peptide fluorescence polarization; higher % means a stronger effect; displacement, % at 20 µM; hits with a dose series show IC50 in µM; 290,000 compounds, 0.02% hits;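 active = displacement of at least 50% at 20 µM, with a fluorescence ratio check between 0.3 and a set limit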;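 also: plate controls were Siah plus tracer with DMSO for no effect and tracer alone without Siah for full effect; strong numbers were not always called active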
P. falciparum M17LAP = P. falciparum M17LAP inhibitors, primary screen, biochemical, fluorogenic H-Leu-NHMec substrate, 1536-well (AID 1619) | recombinant M17LAP, H-Leu-NHMec fluorogenic kinetic assay; higher % means a stronger effect | inhibition, % at 30 µM; hits with a dose series show IC50 in µM | 220,000 compounds, 0.38% hits;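 active = compound inhibiting the enzyme by more than half at any dose during confirmatory dose-response retesting; inconclusive = strong single-dose inhibitors picked by rank but not retested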;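 also: plate controls were full reaction with DMSO carrier for no effect and no enzyme background for full effect; strong numbers were not always called active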
M1AAP inhibition = P. falciparum M1AAP inhibitors, biochemical, fluorogenic H-Leu-NHMec substrate, 1536-well (AID 1445). inhibition, % at 30 µM, or IC50 in µM where a hit was titrated. 220,000 compounds, 0.42% hits. recombinant M1AAP, H-Leu-NHMec fluorogenic kinetic assay; higher % means a stronger effect;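 active = primary inhibition above the hit cutoff, then over 50% inhibition at one or more dose response concentrations, cut at about 23% in these data, passing the limit was not always enough; inconclusive = conflicting primary data, or primary hits not chosen for dose response; inactive = low primary inhibition, or under 50% at every dose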;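 also: plate controls were DMSO full reaction for no effect and no enzyme background for full effect; strong numbers were not always called active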
AID2073 = inhibitors of Mint1-CaV2.2 protein interaction, biochemical, HTRF (AID 2073) | HTRF protein-protein interaction, Mint1-CaV2.2; higher % means a stronger effect | inhibition, % at 20 µM, or IC50 in µM where a hit was titrated | 290,000 compounds, 0.19% hits; in the data active = inhibition mostly above about 51%, no sharp cut-off; inconclusive = no clear call, values can overlap the other calls; inactive = mostly below about 53%; also: some results filed as inactive read as strong as hits
Dynein cargo inh cytoplasmic EGFP = also measured in Dynein cargo inh; calls as there; z-score; measured here: cytoplasmic GR-EGFP intensity; stronger effect = higher value
Dynein cargo inh nuclear GR-EGFP = second read-out of Dynein cargo inh, no call of its own (marks repeat the call); z-score; measured here: nuclear GR-EGFP intensity;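 lower value marks the stronger effect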
Dynein cargo inh cell count = recorded beside Dynein cargo inh, whose call it bears; z-score; measured here: cell count per field
An asterisk follows results filed as active; ? = inconclusive; · = no result given. Rule as the data show it, unless noted: active = inhibition above about 50%; inactive = the rest. The order is random. Share with any hit: about 2.1%.

SMILES	LYP phosphatase	human PMI inhibition	XIAP antagonists	Dynein cargo inh	Dynein cargo inh cytoplasmic EGFP	Dynein cargo inh nuclear GR-EGFP	Dynein cargo inh cell count	PMI inhibition	Siah-1 displacement	P. falciparum M17LAP	M1AAP inhibition	AID2073
COc1ccc(C(=O)N2CCN(c3cccc(Cl)c3)CC2)c(OC)c1	5.7%	27.1%	-11.8%	0.316	-0.235	0.178	0.307	23.2%	-0.7%	4.2%	7.5%	-4.8%
CC(C)CSc1ncc(-c2cccc(C(F)(F)F)c2)cn1	2.5%	15.1%	-7.8%	-0.394	0.238	-0.428	0.547	13.6%	1.7%	3.6%	3.1%	-0.4%
C/C(=N\NC(=O)c1cc(-c2cccc([N+](=O)[O-])c2)n[nH]1)c1ccc(F)cc1	-14.2%	·	·	0.535	-0.283	-0.155	0.147	·	-3.5%	0.8%	0.8%	27.8%
COc1ccc(CN2CCC(N(CCc3ccccc3)Cc3ccccc3)CC2)c(OC)c1	-4.7%	-6.3%	0.4%	-0.99	0.576	-0.271	-1.79	-4.4%	4.9%	2.7%	-0.3%	7.4%
Clc1ccc(-c2nnc(-c3ccco3)nc2N2CCCCC2)cc1	7.8%	-7.4%	-4.6%	-0.516	-0.326	-0.266	0.157	7.2%	1.9%	-3.3%	8.0%	28.5%
Cc1cc(Nc2ccccc2)nn1C(=O)c1ccc(Br)cc1	0.3%	14.6%	-3.7%	-0.611	-0.396	-0.319	0.541	10.3%	-0.9%	-15.7%	5.3%	0.0%
O=C(NCc1ccccn1)C(=O)NCc1ccccn1	-11.9%	-7.1%	-1.9%	0.485	-0.206	0.536	-0.502	-4.8%	-4.8%	2.4%	5.3%	10.9%
COC(=O)c1ccc(-n2nnnc2SCC(=O)Nc2ccccc2OC)cc1	-6.3%	-4.0%	-3.6%	-0.327	-0.185	0.101	0.245	-2.9%	1.0%	-5.4%	-0.8%	5.0%
COc1ccc(-c2noc(CSc3ccccc3)n2)cc1OC	-4.1%	12.9%	-3.5%	-1.08	-0.351	-0.252	0.311	8.3%	-4.9%	-7.1%	1.2%	2.3%
Cc1c(/C=N/NC(=O)CNc2ccccc2)c2ccccn2c1C(=O)c1ccccc1	7.1%	21.1%	-3.9%	0.111	-0.233	-0.0765	0.134	19.9%	0.8%	-0.3%	13.1%	15.6%
CCC(C)NCC(=O)Nc1ccc(-c2nc3cc(NC(=O)CNC(C)CC)ccc3o2)cc1 (stereo unspecified)	-17.6%	7.2%	-3.1%	-1.05	-0.173	-0.222	0.884	2.4%	5.0%	-15.9%	4.5%	20.1%
Cc1ccc(S(=O)(=O)NCC2(c3ccccc3)CCOCC2)cc1	-1.9%	-3.3%	-4.1%	0.513	-0.161	0.561	-0.492	-9.3%	8.7%	-9.0%	0.3%	9.4%
CCCCSC1=C(C#N)C(c2ccccc2C)C(C(=O)OCC)C(=O)N1 (stereo unspecified)	-3.5%	20.5%	-2.6%	0.437	-0.139	0.49	-0.45	19.0%	-0.3%	-5.1%	-18.9%	-3.0%
Cc1cc(C)c2c(c1)c(C)cc1nnc(SCC(=O)NCc3ccco3)n12	-6.2%	10.2%	-5.4%	-0.571	-0.202	-0.0379	0.0109	-1.7%	-4.7%	11.5%	6.3%	16.4%
Cc1ccc(C(C(=O)NC2CCCCC2)N2CCOCC2)cc1 (stereo unspecified)	-3.8%	17.7%	-1.4%	-0.0404	-0.347	-0.0979	0.799	9.9%	0.4%	-6.9%	4.0%	1.8%
O=C1CC(C(=O)NCCc2ccccc2)SC(=Nc2ccccc2)N1 (stereo unspecified)	-3.8%	·	·	0.282	-0.238	1.13	-0.966	·	0.0%	9.1%	1.5%	-11.0%
CCC(CO)Nc1ncnc2c1cnn2-c1ccc(OC)cc1 (stereo unspecified)	-6.5%	6.2%	0.0%	0.319	-0.123	0.495	-0.449	8.7%	-0.6%	8.5%	9.1%	12.4%
COc1ccc(NC(=O)/C(C#N)=C/c2ccc3c(c2)n(C)c(=O)n3C)cc1	-1.2%	13.8%	-3.1%	-0.457	-0.28	-0.661	0.89	7.4%	9.4%	-10.3%	3.5%	-0.1%
Cn1c(CNc2cccc(Cl)c2)nnc1SCC#N	-5.0%	-6.0%	0.2%	0.235	-0.332	0.246	0.0582	-3.1%	2.4%	3.4%	-1.6%	6.5%
Cc1ccc(-n2c(Cn3nc(C(F)F)cc3C(F)F)n[nH]c2=S)cc1	-7.0%	-3.5%	-5.3%	0.157	-0.293	0.474	1.11	0.8%	-7.1%	3.0%	6.6%	-31.9%
CCN1CCN(CC(=O)N/N=C/c2ccc(F)cc2F)CC1	-1.2%	-6.0%	-11.1%	0.0294	-0.212	0.207	-0.0911	-3.1%	-4.2%	8.9%	15.6%	-2.7%
O=C(O)CN1C(=O)CC(Cc2ccccc2)C1=O (stereo unspecified)	-6.8%	3.8%	-7.2%	-0.732	-0.19	-0.195	1.6	11.8%	-0.7%	7.3%	0.4%	-2.6%
COC(=O)c1ccccc1NC(=O)c1ccc(NS(C)(=O)=O)cc1	-2.8%	2.7%	-4.9%	-0.14	-0.256	-0.0177	0.489	-2.5%	-0.9%	11.1%	-6.3%	11.7%
Cc1cc(Cl)ccc1NC(=S)Nc1cccnc1	0.8%	1.3%	4.0%	-0.444	-0.348	-0.0533	0.508	-4.3%	4.4%	2.8%	3.8%	-15.9%
CC(C)CC[n+]1ccn(-c2nc3ccccc3nc2[N-]S(=O)(=O)c2ccccc2)c1	-4.4%	7.9%	1.3%	1.05	-0.148	1.66	-0.949	8.3%	-8.0%	-18.3%	7.9%	-4.9%

Continued:
SMILES	LYP phosphatase	human PMI inhibition	XIAP antagonists	Dynein cargo inh	Dynein cargo inh cytoplasmic EGFP	Dynein cargo inh nuclear GR-EGFP	Dynein cargo inh cell count	PMI inhibition	Siah-1 displacement	P. falciparum M17LAP	M1AAP inhibition	AID2073
COc1ccc(C2=Nn3c(nnc3-c3ccccc3)SC2)cc1OC	-5.6%	-3.2%	-2.9%	-1.24	0.0242	-0.684	0.865	1.0%	4.1%	2.6%	5.2%	-1.0%
Cc1cccc(C(=O)N2CCN(c3ccc([N+](=O)[O-])c(NCc4ccco4)c3)CC2)c1	7.2%	18.6%	-1.9%	0.202	-0.172	-0.103	-0.0992	28.0%	6.1%	-10.6%	8.8%	13.6%
Cc1c(C=O)c2ccccn2c1C(=O)c1cccs1	-3.5%	-4.2%	-3.2%	0.832	-0.146	0.696	-0.0192	8.6%	0.9%	6.7%	11.1%	14.4%
COc1ccc(-c2ncc3ccccn23)cc1	-9.9%	-9.2%	-1.9%	-0.481	-0.157	0.0529	0.41	-21.5%	-6.1%	5.3%	15.3%	-0.9%
OCCN(Cc1ccccc1)C(=S)Nc1ccc(F)cc1	-6.7%	14.0%	-2.0%	-0.361	0.487	0.0854	-0.0123	5.9%	-2.9%	-0.7%	-4.9%	-11.3%
Cc1cccc(NC(=S)Nc2ccc(Oc3ccccc3)cc2)n1	0.8%	20.0%	-6.1%	1.53	-0.068	0.59	-0.546	8.4%	-3.5%	2.7%	1.1%	10.0%
Cc1n[nH]c(=O)n1-c1ccc(C(C)(C)C)cc1	-6.8%	-2.2%	-1.9%	-0.387	-0.24	0.0398	0.446	-3.5%	13.0%	-4.7%	-1.7%	3.4%
Cc1ccc(C(=O)NNC2=NCCC2)cc1	-5.3%	-0.4%	-1.4%	2.19	-0.2	1.57	-0.385	-4.0%	-2.1%	-7.1%	2.1%	2.3%
O=C(O)c1ccc(CSc2nnc(-c3ccccc3Cl)n2-c2ccccc2)cc1	-1.8%	-4.5%	-12.8%	0.101	-0.31	0.5	0.159	-0.7%	-0.7%	11.6%	-2.8%	4.1%
COc1ccc(C2CC(c3ccccc3OC(C)=O)=NN2C(=O)/C=C/c2ccccc2)cc1 (stereo unspecified)	-3.1%	9.3%	-4.0%	0.602	-0.312	0.0141	-0.097	1.2%	-4.8%	-26.8%	7.1%	4.3%
Cc1cccc(-n2nc3c(c2NC(=O)c2ccc(Br)o2)CSC3)c1C	6.9%	5.9%	-2.7%	-0.464	-0.304	-0.476	0.527	1.2%	-0.8%	10.2%	?	1.6%
COc1ccc(NC(=O)CSc2c3c(nc4ccccc24)CCCC3)c(OC)c1	-1.9%	23.7%	-0.9%	0.717	-0.0539	0.315	-1.4	8.9%	-6.3%	0.7%	2.9%	4.5%
Cn1nnc2cc(C(=O)NCc3ccco3)ccc21	-2.1%	4.3%	-1.6%	0.668	-0.111	0.526	-1.18	-2.8%	4.8%	1.2%	0.9%	-4.0%
CC[n+]1c(/C=C(\C)SC)sc2ccccc21	-6.6%	-52.0%	-13.1%	-0.667	-0.208	-0.604	0.953	-97.3%	0.3%	35.0%	7.9%	-36.4%
CCCCNCC(=O)Nc1sc(C)c(C)c1C(=O)OCC	-5.3%	11.8%	-2.1%	-0.37	-0.177	0.0675	-0.613	12.3%	-5.2%	2.5%	5.1%	-8.6%
CCC1Oc2ccc(Cl)cc2N(CC(=O)O)C1=O (stereo unspecified)	-4.0%	13.0%	-9.5%	-0.108	-0.207	0.202	-0.202	9.9%	1.7%	2.4%	5.5%	-6.7%
COc1cc(OC)nc(Oc2ccccc2C(=O)Oc2ccccc2Cl)n1	2.1%	14.9%	-5.5%	0.608	-0.244	-0.53	0.277	19.9%	-0.5%	3.6%	6.9%	-6.9%
Cc1cc(C)c(S(=O)(=O)C(C)C)c(=O)[nH]1	-6.2%	-10.7%	-5.4%	1.07	-0.184	0.594	0.00263	-0.6%	-9.2%	-1.3%	-1.2%	-9.8%
Cc1ccc(S(=O)(=O)N2CCN(S(C)(=O)=O)C2c2ccccc2)cc1 (stereo unspecified)	0.2%	6.8%	0.4%	0.406	-0.21	0.373	-0.725	5.3%	2.2%	8.2%	7.7%	-4.9%

2 entries from above, set out differently:
Values in the order: LYP phosphatase	human PMI inhibition	XIAP antagonists	Dynein cargo inh	Dynein cargo inh cytoplasmic EGFP	Dynein cargo inh nuclear GR-EGFP	Dynein cargo inh cell count	PMI inhibition	Siah-1 displacement	P. falciparum M17LAP	M1AAP inhibition	AID2073
> Cc1ccc(C(=O)NNC2=NCCC2)cc1
 : -5.3%	-0.4%	-1.4%	2.19	-0.2	1.57	-0.385	-4.0%	-2.1%	-7.1%	2.1%	2.3%
> O=C(O)c1ccc(CSc2nnc(-c3ccccc3Cl)n2-c2ccccc2)cc1
 : -1.8%	-4.5%	-12.8%	0.101	-0.31	0.5	0.159	-0.7%	-0.7%	11.6%	-2.8%	4.1%
